PP1 inh = counter-screen for PP5 inhibitors: inhibitors of human PP1-alpha. inhibition, % at 6.7 µM. P62136. 0.9% of 320,000 active. purified PP1alpha, OMFP fluorescence;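 active = inhibition above the mean inhibition of all tested compounds plus 3 SD, computed separately for each screening campaign, cut at about 15% in these data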
Target sequence (P62136 whole entry, looked up): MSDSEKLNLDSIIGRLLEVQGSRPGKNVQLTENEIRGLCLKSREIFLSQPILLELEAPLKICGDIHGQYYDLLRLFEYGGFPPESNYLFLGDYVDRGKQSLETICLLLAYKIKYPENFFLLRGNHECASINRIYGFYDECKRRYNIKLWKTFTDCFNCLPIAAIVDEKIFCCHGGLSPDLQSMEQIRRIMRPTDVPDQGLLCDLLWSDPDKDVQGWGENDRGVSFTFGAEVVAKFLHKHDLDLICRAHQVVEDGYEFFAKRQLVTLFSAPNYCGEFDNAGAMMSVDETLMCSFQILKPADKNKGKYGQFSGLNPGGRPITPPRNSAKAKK
GASC-1 inh = inhibitors of human GASC-1 (JMJD2C) demethylase; GST-JMJD2C(1-420) H3K9me3 demethylation, DELFIA europium; inhibition, % at 2.35 µM; 0.069% of 330,000 active;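 active = more than half of a compound's replicate wells show inhibition beyond 50%, single wells judged on their own value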;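 note: signal counts dimethyl H3K9 product captured on neutravidin plate; 0% = median of DMSO wells and 100% = 0.3 times that DMSO median; strong numbers were not always called active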
Target sequence (Q9H3R0 1-420 limits assumed): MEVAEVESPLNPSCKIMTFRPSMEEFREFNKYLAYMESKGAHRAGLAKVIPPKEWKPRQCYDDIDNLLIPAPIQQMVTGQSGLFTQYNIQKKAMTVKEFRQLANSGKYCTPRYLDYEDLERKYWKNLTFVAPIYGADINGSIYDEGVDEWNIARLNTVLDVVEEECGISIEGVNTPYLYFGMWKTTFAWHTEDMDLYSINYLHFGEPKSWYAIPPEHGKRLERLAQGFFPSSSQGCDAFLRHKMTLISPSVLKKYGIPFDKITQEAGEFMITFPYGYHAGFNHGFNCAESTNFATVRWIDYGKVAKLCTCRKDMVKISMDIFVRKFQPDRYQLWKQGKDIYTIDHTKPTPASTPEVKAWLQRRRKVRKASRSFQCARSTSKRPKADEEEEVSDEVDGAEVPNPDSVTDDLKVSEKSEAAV
Fh CTSL1 inh = blocks F. hepatica cathepsin L1 in PFM18AAP counter-screen | inhibition, % at 5.96 µM | 0.49% of 300,000 active | recombinant F. hepatica cathepsin L1, Z-Leu-Arg-MCA fluorescence;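 active = inhibition above the mean of all tested compounds plus 3 SD, set per screening campaign, cut at about 17% in these data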;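 note: 0% = plate median of test compound wells and 100% = 1 µM Z-Phe-Ala-diazomethylketone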
Yeast superoxide = lowers age-related superoxide in aged yeast cells; S. cerevisiae aged cells, superoxide DHE fluorescence; active compounds read low; superoxide response (% of plate mean), % at 10 µM; 0.18% of 330,000 active; AID 2690;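 active = superoxide response under a set limit, about three screen SD below normal, cut at about 65% in these data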;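 note: yeast aged for seven days with compound at 30 °C before DHE staining; 100% = average MFI of all compound-treated wells on the plate with controls excluded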
core dimer inh = blocks dimerization of HCV core protein | inhibition, % at 5 µM | TR-FRET GST/Flag-core106 dimerization, 1536-well | 0.33% of 300,000 active | AID 1899;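 active = inhibition above the mean of all tested compounds plus 3 SD, set per screening campaign, cut at about 45% in these data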
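assay system = GST-tagged and Flag-tagged HCV core protein residues 1-106 | controls = unlabelled core106 and no-GST-core106 wells | incubation = compound-protein-antibody incubation 4 h at 22.5 °C | probe or stimulus = Eu donor and XL665 acceptor anti-tag antibodies | read-out = % inhibition based on acceptor/donor emission ratio | signal = TR-FRET 671 and 617 nm emission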
EBNA-1 inhibitor = blocks EBNA-1 binding to DNA; 0.34% of 300,000 active; inhibition, % at 14.8 µM; EBNA-1 DNA binding, fluorescence polarization; AID 1950; in the data active = inhibition above about 28%
ZTA DNA inh = ZTA (EBV) inhibition in EBNA-1 counter-screen; P03206; ZTA-DNA binding, fluorescence polarization; inhibition, % at 11 µM; 0.15% of 320,000 active; in the data active = inhibition above about 33%
Target sequence (P03206 whole entry, looked up): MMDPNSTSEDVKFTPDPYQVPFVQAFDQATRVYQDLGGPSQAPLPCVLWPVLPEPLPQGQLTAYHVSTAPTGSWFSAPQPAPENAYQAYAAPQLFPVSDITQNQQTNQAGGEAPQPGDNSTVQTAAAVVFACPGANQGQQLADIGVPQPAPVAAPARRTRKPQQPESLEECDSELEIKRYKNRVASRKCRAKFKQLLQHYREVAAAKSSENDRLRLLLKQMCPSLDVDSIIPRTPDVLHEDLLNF
TPT1 inhibitor = C. albicans TPT1 enzyme inhibition; inhibition, % at 5 µM; 0.81% of 300,000 active; AID 1962; recombinant caTPT1, FP RNA substrate dephosphorylation;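 active = inhibition above the mean of all tested compounds plus 3 SD, set per screening campaign, cut at about 24% in these data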;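 note: plate controls were DMSO alone for no effect and ferristatin control at 100 nM for full effect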
PP5 inh = PP5 (human) phosphatase inhibition; P53041; purified PP5c, OMFP substrate fluorescence; inhibition, % at 6.7 µM; 0.18% of 320,000 active;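 active = inhibition above the campaign's mean inhibition across all tested compounds plus 3 SD, cut at about 9.5% in these data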;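 note: 0% = DMSO only and 100% = 100 µM cantharidin control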
An asterisk follows results filed as active; / = no result given.

SMILES | PP1 inh | GASC-1 inh | Fh CTSL1 inh | Yeast superoxide | core dimer inh | EBNA-1 inhibitor | ZTA DNA inh | TPT1 inhibitor | PP5 inh
CCc1ccc(N(C(=O)c2snc(C(N)=O)c2N)C(C(=O)NC2CCCC2)c2ccncc2)cc1 (centres undefined) | 3.5 | 2.5 | -0.7 | 77.5 | 4.8 | -14.9 | -1.1 | 2.4 | 0.9
CC(C)(C)NC(=O)C(c1cccs1)N(CC1CCCO1)C(=O)c1ccc(-c2ccccc2)[nH]1 (centres undefined) | -4.4 | -2.2 | 0.1 | 107.4 | 9.5 | 7.4 | 2.5 | -1.6 | 3.2
COc1ccccc1C(=O)C1CCCN(C(=O)c2cccc(-n3cccn3)c2)C1 (centres undefined) | -1.8 | -3.6 | 0.9 | 93.1 | -1.6 | 6.4 | -6.8 | 2.4 | 2.2
CCN1CCN(C(=O)C2CCN(Cc3cc(Cl)ccc3O)CC2)CC1 | 1.0 | -0.8 | 0.2 | 94.9 | 2.0 | 8.5 | -7.6 | 1.0 | 2.7
O=C(/C=C/c1ccco1)NCC1CCCO1 (centres undefined) | 4.5 | 28.8 | 33.8* | 121.2 | 0.2 | -18.7 | -9.5 | -11.5 | -9.5
CSc1cnn(-c2ccccc2)c(=O)c1SC | -3.2 | -1.2 | 8.1 | 91.5 | -1.1 | -13.3 | 2.4 | 2.2 | -0.6
COCCNC(=O)c1ccccc1NC(=O)Cc1ccccc1 | -3.9 | 6.9 | -0.2 | 102.7 | 3.0 | 9.3 | 8.4 | -1.7 | 0.2
CC1(C)CC(=O)c2cnc(NC(=O)Cc3ccc(Cl)cc3)nc2C1 | -3.1 | 10.5 | 4.5 | 104.8 | -1.6 | -1.1 | 5.7 | -4.1 | -0.6
CCOC(=O)c1cnc2ccc(OCC)cc2c1NCc1cccnc1 | 7.5 | -0.1 | -4.3 | 98.1 | 1.8 | -8.4 | 3.0 | -4.0 | 0.4
CCn1nc(C(=O)NNC(=O)COc2ccccc2C)c2ccccc2c1=O | -3.3 | -1.7 | -16.6 | 82.2 | -3.5 | -5.3 | 7.0 | 3.8 | 0.2
O=C(/C=C/c1ccc2c(c1)OCO2)Nc1nc2ccccc2s1 | -1.4 | 2.7 | 3.2 | 107.1 | 10.6 | -0.4 | -3.0 | 0.2 | 0.1
O=C(c1cc2ccccc2o1)N1CCN(C/C=C/c2ccccc2)CC1 | -2.3 | 18.5 | 0.1 | 94.3 | 6.2 | -1.5 | -0.1 | 0.1 | 3.5

One compound at a time (already shown). Order of values: PP1 inh, GASC-1 inh, Fh CTSL1 inh, Yeast superoxide, core dimer inh, EBNA-1 inhibitor, ZTA DNA inh, TPT1 inhibitor, PP5 inh
`CC1(C)CC(=O)c2cnc(NC(=O)Cc3ccc(Cl)cc3)nc2C1` across the screens: -3.1, 10.5, 4.5, 104.8, -1.6, -1.1, 5.7, -4.1, -0.6
`O=C(c1cc2ccccc2o1)N1CCN(C/C=C/c2ccccc2)CC1` across the screens: -2.3, 18.5, 0.1, 94.3, 6.2, -1.5, -0.1, 0.1, 3.5

The list goes on.
SMILES | PP1 inh | GASC-1 inh | Fh CTSL1 inh | Yeast superoxide | core dimer inh | EBNA-1 inhibitor | ZTA DNA inh | TPT1 inhibitor | PP5 inh
NS(=O)(=O)c1ccc(NN=C2CCCCC2)c([N+](=O)[O-])c1 | 4.2 | 4.2 | 0.1 | 103.5 | -0.2 | 2.2 | 10.2 | -4.2 | 3.3
Cc1ccc(CNC(=O)C2CC3Cn4c(nc5ccccc54)C3N2C)o1 (centres undefined) | 2.1 | 4.0 | 3.2 | 96.1 | -3.7 | 1.6 | -3.5 | -2.6 | 1.3
O=C(O)CSCC(=O)Nc1ccc(-c2nc3ccccc3s2)cc1 | 2.2 | -21.7 | 1.2 | 108.7 | 8.8 | -8.2 | 2.3 | 8.7 | 1.1
COC(=O)c1c(-c2ccccc2)csc1NC1=NS(=O)(=O)c2ccccc21 | -2.0 | 1.9 | -2.4 | 99.4 | -8.2 | -1.5 | -0.5 | -1.6 | -1.3
COCCNc1ccc(-c2n[nH]c(=O)c3ccccc23)cc1[N+](=O)[O-] | 1.9 | 2.6 | 5.8 | 94.8 | -4.8 | -0.1 | 0.8 | -1.4 | -0.4
COc1ccc(S(=O)(=O)n2nc(OC(=O)c3ccccc3Br)cc2N)cc1 | -0.6 | 4.5 | -2.5 | 100.6 | 4.5 | -3.1 | 1.0 | -1.1 | 3.5
Nc1cc(S(=O)(=O)C(F)(F)F)ccc1C(=O)O | 1.9 | 21.9 | -2.1 | 118.3 | 0.4 | 5.6 | 3.3 | -1.5 | 0.0
CC1CCCCC1N=CC1=C(O)CC(C)(C)CC1=O (centres undefined) | 0.2 | -3.1 | -0.3 | 98.5 | -1.7 | 2.0 | 12.6 | 2.9 | 2.5
O=C(COC(=O)c1cnccn1)N=c1sccn1Cc1ccccc1Cl | 3.9 | -8.5 | -7.8 | 97.1 | 11.2 | 4.2 | -11.2 | 3.2 | 1.0
O=C(Cn1cnc2ccccc2c1=O)N1CCN(Cc2ccc3c(c2)OCO3)CC1 | -4.9 | 0.3 | -0.6 | 93.4 | -5.5 | 4.9 | -3.2 | -2.6 | 3.6
O=c1n(CCCN2CCN(c3cccc(Cl)c3)CC2)nc2ccccn12 | 0.8 | -24.8 | 7.2 | 91.8 | -3.0 | 8.3 | -3.6 | -7.5 | -0.3
Cc1ccc(NC(=O)COc2ccc(Br)cc2CO)cc1 | 1.4 | 10.3 | 3.7 | 99.2 | -10.4 | 4.5 | 8.5 | -3.3 | -1.5
Cc1sc2nc(CN(Cc3ccccc3)C(=O)NC3CCCCC3)[nH]c(=O)c2c1C | 12.6 | -13.3 | -4.7 | 101.9 | 12.8 | -20.5 | -17.7 | -3.3 | 5.2
O=C(c1ccncc1)N1N=C(C2CCCCC2)CC1(O)C(F)(F)F (centres undefined) | -3.3 | 34.8 | 0.3 | 100.3 | 2.3 | 10.1 | 5.7 | 1.5 | -1.7
O=C(NCc1ccccn1)Nc1ccccc1 | 0.6 | 12.9 | -4.3 | 88.0 | -4.2 | -0.2 | -7.0 | 1.8 | 0.1
Cc1ccc(/C=C/C(=O)N2CC(=O)Nc3ccccc32)o1 | -1.0 | 1.0 | 7.8 | 105.9 | 2.3 | 12.1 | -5.3 | -2.7 | 0.0
CCOC(=O)c1cc(CC)sc1NC(=O)Cc1ccccc1 | 0.6 | 0.9 | -3.9 | 122.8 | -4.6 | -1.0 | -1.4 | 2.9 | 0.7
CC(=O)Nc1ccc(NC(=O)CSc2ccc([N+](=O)[O-])cn2)cc1 | -3.4 | -6.6 | 0.3 | 117.9 | -4.9 | -5.7 | 7.8 | -0.3 | 0.5
O=C(COc1ccc(Br)cc1)Nc1ccc(C(=O)Nc2ccccc2C(=O)O)cc1 | 2.2 | -11.1 | -5.5 | 97.8 | -1.9 | -6.4 | 10.5 | -3.4 | 1.9
O=C(O)CCCNC(=O)CC1S/C(=N/N=C/c2ccccc2O)NC1=O (centres undefined) | -2.8 | 8.5 | 1.8 | 98.7 | 8.6 | 9.2 | -0.7 | 2.4 | 3.7
C=Cc1ncc(OC)c2c1[nH]c1ccccc12 | -0.6 | / | 2.7 | 82.6 | -4.1 | 9.0 | 12.3 | -2.6 | 1.5
O=C(COc1ccc(S(=O)(=O)N2CCOCC2)cc1)NCCc1ccccc1 | -8.3 | 5.0 | 1.8 | 108.6 | -0.4 | -4.2 | 0.4 | 1.3 | -0.8
COc1ccccc1-c1cc(C(=O)Nc2ccccc2SC)no1 | 0.6 | -3.7 | -3.1 | 96.2 | 1.9 | 13.9 | 6.1 | -0.9 | 0.9
Cc1ccsc1C(=O)N1CCN(S(=O)(=O)c2cccc(F)c2)CC1 | -1.5 | 99.1 | 2.9 | 101.4 | -0.7 | 9.5 | 11.6 | -3.4 | 3.2
Cc1ccc(N2CC(C(=O)NCc3cccs3)CC2=O)cc1C (centres undefined) | -2.8 | 5.1 | 4.7 | 104.7 | -3.5 | -2.2 | -7.2 | -8.1 | 0.0
CCn1c(SCc2nc3ccccc3[nH]2)nnc1-c1ccc(OC)cc1 | -1.9 | 1.9 | -4.0 | 83.8 | -1.4 | 4.6 | 20.6 | -2.0 | 1.4
Cc1ccc2nc(N(CCN(C)C)C(=O)c3cc(Cl)sc3Cl)sc2c1 | 2.1 | -0.2 | -0.4 | 90.5 | -4.7 | 8.0 | -14.4 | -4.6 | 1.8
CCC(C)NC(=O)c1ccc(CS(=O)(=O)Cc2ccc(Cl)cc2)o1 (centres undefined) | 0.2 | -4.4 | 0.7 | 114.7 | 0.1 | 6.9 | 1.9 | -0.8 | -0.2
COC(=O)c1ccc(/C=N\NC(=O)CC(=O)NCCc2ccccc2)cc1 | 0.0 | -9.8 | 5.8 | 91.6 | -8.5 | 3.1 | -0.6 | -5.3 | 1.3
CCCCNc1ncnc2c1cnn2Cc1ccc(Cl)cc1 | -0.6 | 4.1 | -6.8 | 107.6 | 4.2 | 3.1 | 0.8 | -1.0 | 3.0
O=C(CN(CC1CCCO1)C(=O)CNS(=O)(=O)c1ccccc1)NCc1ccco1 (centres undefined) | -4.6 | 0.8 | -0.3 | 126.2 | 1.8 | -2.9 | 10.3 | 0.5 | -3.4
Cc1cccc(Nc2ccncc2S(N)(=O)=O)c1 | -3.6 | 1.5 | 0.8 | 116.1 | 0.3 | 8.5 | 8.5 | -1.1 | -0.5
Cc1nc(N)sc1-c1csc(Nc2cccc(O)c2)n1 | -1.6 | -25.0 | 0.8 | 110.8 | -24.7 | 0.0 | 11.7 | 6.1 | -0.2
COc1ccccc1CC(=O)Nc1ccc2c(c1)C(=O)NC2=O | -2.0 | -6.9 | 5.4 | 107.7 | 16.6 | 19.6 | 6.8 | -2.5 | 0.8
O=C(O)C1CC(=O)N(Cc2cccnc2)C1 (centres undefined) | -5.8 | 13.7 | -1.1 | 100.3 | -3.0 | 2.6 | -2.3 | -0.1 | 0.5
S=c1[nH]nc(-c2ccncc2)n1/N=C/C(Cl)=C\c1ccccc1 | 3.6 | 2.1 | 2.7 | 108.4 | 12.3 | 12.6 | 15.9 | 0.5 | -2.0
C=CCNC(=O)C1CC(=O)N(c2ccc(C)cc2)C1 (centres undefined) | -9.9 | -6.9 | 8.7 | 97.0 | 4.9 | -8.5 | -3.3 | -6.3 | -0.3
CCCCN(CC)CCNC(=O)c1nn(-c2ccc(OC)cc2)c(=O)c2c1c1ccccc1n2C | -2.5 | 0.2 | -1.1 | 86.7 | -0.5 | -0.5 | -3.3 | -4.3 | 3.8
CCOc1ccc(N(C)C(=O)CCc2nnc3ccc(N4CCOCC4)nn23)cc1 | -6.2 | 10.5 | 5.7 | 109.5 | -17.1 | 2.0 | -0.9 | -4.9 | 1.4
O=c1cc(O)c2sc3nc(-c4ccccc4)cc(C(F)(F)F)c3c2[nH]1 | -0.4 | -7.9 | 4.2 | 93.2 | 21.6 | 9.2 | 3.3 | 5.8 | -0.3
CN(CCc1ccccn1)C(=O)CC1C(=O)NCCN1Cc1ccc(-c2ccccc2)cc1 (centres undefined) | -3.9 | -19.2 | -1.9 | 98.4 | 3.4 | 0.5 | 7.7 | 0.1 | -1.7
Nc1c(C(=O)c2ccccc2)sc(Nc2ccccc2)c1S(=O)(=O)c1ccccc1 | 9.5 | 37.4 | 18.8* | 99.9 | 13.2 | -2.1 | -0.5 | 1.9 | 4.7
CCOC(=O)CN1C(=O)N[C@H](c2ccc(Br)cc2)C(C(C)=O)=C1C | 4.7 | 14.1 | 9.2 | 103.9 | -4.7 | -4.6 | -11.1 | -0.3 | 0.4
CC(C)c1ccccc1NC(=O)Cn1c(-c2ccccc2Cl)nc2ccccc21 | 0.1 | 23.3 | 2.4 | 101.5 | -5.9 | 0.5 | 2.9 | -2.5 | 1.5
